Compound activity deposited in PubChem BioAssay by several laboratories.
SKN-1 block: C. elegans SKN-1 inhibition. C. elegans VP596 Pgst-4::GFP/RFP ratio, acrylamide-induced, 24 h. inhibition, % at 21.8 µM. hit rate 0.49% among 360,000. AID 624304;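 active = interference check ratio from 0.5 to 1.5 plus GFP to RFP signal ratio inhibition reaching or exceeding a fixed threshold, cut at about 30% in these data, passing the limit was not always enough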; note: some compounds called inactive have numbers as strong as hits
NadD block: inhibitors of Staphylococcus aureus NadD; hit rate 0.78% among 360,000; purified NadD enzyme, colorimetric absorbance read-out; inhibition, % at 20 µM; in the data active = inhibition above about 26%; note: some compounds past the cut are filed as inactive
MLLE-PAM2 inh: inhibitors of microRNA-mediated deadenylation, human PABP1 MLLE binding; GST-MLLE / FITC-PAM2 fluorescence polarization; hit rate 0.36% among 360,000; inhibition, % at 20 µM; P11940; AID 588489; in the data active = inhibition above about 35%, passing the limit was not always enough;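 note: plate controls were DMSO wells with GST-MLLE for no effect and wells lacking GST-MLLE protein for full effect; some results filed as inactive read as strong as hits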
Target sequence (P11940 whole entry, looked up): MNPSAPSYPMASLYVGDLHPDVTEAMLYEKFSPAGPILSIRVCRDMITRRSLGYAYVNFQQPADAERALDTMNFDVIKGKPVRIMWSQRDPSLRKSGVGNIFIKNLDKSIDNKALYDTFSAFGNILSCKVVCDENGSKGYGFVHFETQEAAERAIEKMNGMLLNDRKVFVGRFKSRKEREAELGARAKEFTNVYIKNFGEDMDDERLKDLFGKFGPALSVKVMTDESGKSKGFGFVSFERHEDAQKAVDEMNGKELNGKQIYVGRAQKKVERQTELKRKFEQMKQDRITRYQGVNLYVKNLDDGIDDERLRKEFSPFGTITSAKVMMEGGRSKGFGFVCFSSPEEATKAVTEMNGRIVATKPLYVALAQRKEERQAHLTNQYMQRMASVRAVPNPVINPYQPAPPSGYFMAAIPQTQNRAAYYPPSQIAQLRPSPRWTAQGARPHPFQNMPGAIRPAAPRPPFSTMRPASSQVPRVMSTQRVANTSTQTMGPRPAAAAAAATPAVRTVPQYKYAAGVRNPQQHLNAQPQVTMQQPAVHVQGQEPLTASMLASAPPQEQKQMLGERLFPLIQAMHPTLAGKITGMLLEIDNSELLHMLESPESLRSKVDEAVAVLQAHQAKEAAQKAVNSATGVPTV
Neddyl block: blocks human cullin neddylation | P61081+Q13564 | TR-FRET cullin neddylation, biochemical | calls only at 25 µM | hit rate 0.58% among 360,000; in the data active = inhibition above about 36%
CSN inh: CSN deneddylation inhibition; Q92905; hit rate 0.38% among 360,000; inhibition, % at 12.5 µM; Purified CSN, SCF-Nedd8-OG deneddylation, fluorescence polarization;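 active = pattern-corrected inhibition above about 35%, with an unprinted fluorescence ratio check between 0.5 and 1.5, limit read from the data, passing the limit was not always enough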;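 note: 0% = enzyme with substrate and 100% = substrate without enzyme; some results filed as inactive read as strong as hits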
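Test system: purified human Csn5 enzyme expressed in HEK293T cells. Amount: 0.24 nM enzyme. Reagent: SCFSkp2-Nedd8OG substrate at 10 nM final. Schedule: 90 min incubation of compound, enzyme and substrate at room temperature. Detection: fluorescence polarization. Read-out: % inhibition of substrate cleavage by Csn5.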
FAS TE block: blocks the thioesterase domain of human fatty acid synthase | P49327 | recombinant FAS-TE, OMFH fluorogenic substrate, fluorescence endpoint | inhibition, % at 15 µM | hit rate 0.67% among 360,000 | AID 602261;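 active = compounds whose normalised, plate-corrected inhibition of enzyme fluorescence in the single-dose primary screen is 50% or more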;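 note: 0% = DMSO with enzyme and 100% = substrate without enzyme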
MT1-MMP act inh: MT1-MMP (human) activation inhibition; hit rate 0.061% among 360,000; HT1080 RFP-PRO-GFP cells, GFP/RFP ratio fluorescence, overnight; percent of plate control window, DMSO zero; AID 651647; GFP/RFP ratio change, % at 20 µM;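 active = GFP/RFP ratio change of at least 30% with cell ATP level not reduced by more than half and red fluorescence within 50% of control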; note: strong numbers were not always called active
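Assay system: HT1080 RFP-PRO-GFP cells. Benchmarks: DMSO vehicle wells and RFP-L50D-GFP reporter cell wells. Times: overnight cell settling, then overnight compound exposure, 37 °C, 5% CO2. Compound: 20 µM single dose, 1% DMSO. Read-out basis: GFP/RFP fluorescence ratio.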
Rpn11 block: Rpn11 (human) deubiquitinase inhibition; O00487; human 26S proteasome, Ub4-pepOG fluorescence polarization; 20S core pre-blocked with epoxomicin; calls only at 20 µM; hit rate 0.59% among 360,000; AID 588493;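 active = inhibition at 20 µM, scaled to each plate's controls, above about 33%, limit read from the data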
Target sequence (O00487 whole entry, looked up): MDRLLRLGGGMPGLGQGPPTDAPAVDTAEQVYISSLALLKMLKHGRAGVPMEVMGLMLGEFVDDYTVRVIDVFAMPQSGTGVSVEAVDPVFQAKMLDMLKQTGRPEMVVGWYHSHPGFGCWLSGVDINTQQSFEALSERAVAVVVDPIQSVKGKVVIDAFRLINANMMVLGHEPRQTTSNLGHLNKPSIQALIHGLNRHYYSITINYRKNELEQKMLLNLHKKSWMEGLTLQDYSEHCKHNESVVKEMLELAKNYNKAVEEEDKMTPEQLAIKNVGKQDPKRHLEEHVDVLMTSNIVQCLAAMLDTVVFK
Rin1-Abl PPI inh: blocks binding of human Rin1 to Abl; P00519+Q13671; TR-FRET Rin1/Abl binding, biochemical; inhibition, % at 7.35 µM; hit rate 0.4% among 360,000; AID 588664; in the data active = inhibition above about 5%, passing the limit was not always enough
* marks the source's active call; other numbers are inactive results; i = inactive; x = no result given; + = active, no number. Random draw from the library; about 3.9% have a hit in one of these screens.

No. | smiles | SKN-1 block | NadD block | MLLE-PAM2 inh | Neddyl block | CSN inh | FAS TE block | MT1-MMP act inh | Rpn11 block | Rin1-Abl PPI inh
1 | COc1cccc(CN2CCN(S(=O)(=O)c3ccccc3)CC2)c1OC | 9 | 0 | -2 | i | 1 | -2 | -6 | i | -5
2 | COc1ccc(-c2csc(Nc3ccccc3)[n+]2CC(O)c2ccc([N+](=O)[O-])cc2)cc1 (stereo not given) | 9 | 9 | -6 | i | -5 | 35 | 0 | i | -3
3 | Cc1ccc(C)c(-n2sc3ccc(F)cc3c2=O)c1 | 0 | 16 | 37 | i | 3 | -5 | 7 | i | 0
4 | O=C(/C=C/c1ccc(Br)o1)OCc1ccccc1 | -7 | -7 | 3 | i | 2 | 6 | 4 | i | 2
5 | COc1nc(-c2ccccc2)ccc1-c1noc(-c2ccccc2F)n1 | 7 | -10 | 4 | i | -2 | 21 | -1 | i | -1
6 | COc1ccc(C2/C=C\CN(S(=O)(=O)c3ccc4ccccc4c3)CC(=O)N2Cc2ccc(F)cc2)cc1 (stereo not given) | -5 | 1 | -7 | i | -7 | 14 | -3 | i | 1
7 | CCOC(=O)C(C)Sc1nc2c(cnn2-c2ccc(C)cc2)c(=O)[nH]1 (stereo not given) | 5 | 6 | -4 | i | -1 | 1 | -7 | i | 0
8 | CC(OC(=O)CNC(=O)c1ccccc1F)C(=O)Nc1nc(-c2ccccc2)cs1 (stereo not given) | -2 | -4 | -8 | i | 4 | -1 | 5 | i | 2
9 | COc1ccc(/C=N\NC(=O)c2ccccc2[N+](=O)[O-])cc1COc1c(F)c(F)c(F)c(F)c1F | 7 | 0 | -3 | i | 3 | 20 | -1 | i | -2
10 | Cc1ccc([C@@H]2CC=C(C(=O)O)[C@H](c3ccccc3)N2S(=O)(=O)c2ccccc2C)cc1 | -4 | 4 | 17 | i | 2 | -7 | 5 | i | -2
11 | CCOc1cc(S(=O)(=O)N2CCCC2)ccc1Cl | 7 | -7 | 14 | i | -6 | 1 | 3 | i | 2
12 | c1ccc(C2=NC(c3ccccc3)N=C(c3ccccc3)N2)cc1 | 17 | -4 | -9 | i | 2 | 2 | 3 | i | -1
13 | CCCCN(C(=O)c1ccc2c(c1)OCO2)c1ccccc1 | 3 | 1 | 21 | i | 4 | 12 | 1 | i | 3
14 | CCOc1ccc(NC(=O)C2CCN(C(=O)NC3CCCCC3)CC2)cc1 | 5 | 0 | 12 | i | -5 | -2 | 0 | i | 0
15 | CCC(C(=O)NC1CCCC1)N(C(=O)Cn1nnc(-c2ccc(OC)c(OC)c2)n1)C1CCCCC1 (stereo not given) | -21 | -3 | 0 | i | -1 | 4 | -9 | i | 0
16 | Cn1c(=O)c([N+](=O)[O-])c(N2CCSCC2)c2ccccc21 | -5 | -3 | 12 | i | -2 | 26 | 0 | i | 0
17 | O=C(CN1CC[n+]2c(-c3cccs3)csc21)c1ccc(-c2ccccc2)cc1 | -7 | 5 | 31 | i | 4 | -132 | -17 | i | -8
18 | Cc1ccc(C(=O)c2ccccc2C(=O)OCC(=O)Nc2ccc(SC(F)F)cc2)cc1 | 16 | 4 | -1 | i | -1 | 35 | -7 | i | 2
19 | Cc1cc(=O)n2[nH]c(SCc3ccccc3Cl)nc2n1 | 20 | -2 | -9 | i | -2 | -4 | 4 | i | 0
20 | O=C1C2C(C(=O)N1c1ccncc1)C1C=CC2C12CC2 (stereo not given) | -6 | 5 | 5 | i | -1 | -5 | -6 | i | -1
21 | O=C(CCc1ccccc1)Nc1nnc(-c2cccs2)o1 | 2 | 6 | -12 | i | 1 | -3 | 2 | i | -1
22 | O=C(NNc1nc2c(F)cc(F)cc2s1)C1=COCCO1 | -10 | 5 | 2 | i | -6 | -1 | 2 | i | 1
23 | Cc1nc(-c2ccc(S(=O)(=O)Nc3ccccc3C)cc2)co1 | 16 | -3 | 0 | i | 4 | 1 | -5 | i | -1
24 | C=CCN1C(=O)C2C(C(=O)NC3CCCC3)C3(C)C=CC2(O3)C1C(=O)NC1CCCC1 (stereo not given) | 4 | -2 | 4 | i | 1 | -3 | -2 | i | 2
25 | Oc1ccc2nnc3c(Br)cnn3c2c1 | -7 | -7 | 162 | i | -45 | -31 | -54 | i | -2
26 | O=C(CN(C(=O)CNC(=O)c1ccco1)c1ccc2c(c1)OCO2)NC1CCCCC1 | 11 | 4 | -5 | i | -4 | 16 | -1 | i | -2
27 | COc1ccc(NC(=O)c2cccnc2N2CCCCC2)cc1 | 2 | -6 | 6 | i | 0 | -4 | -3 | i | 5
28 | CCn1cc(/C=C(\NC(=O)c2ccccc2Cl)C(=O)NCCN2CCOCC2)c2ccccc21 | 7 | -4 | -6 | i | -1 | -6 | 0 | i | 0
29 | COc1ccc(N(CC(=O)N2CCCCCC2)S(C)(=O)=O)cc1Cl | -9 | -5 | 1 | i | 1 | -4 | 0 | i | 3
30 | COc1cccc(NC(=O)C(=O)NCCC2CCCCN2S(=O)(=O)c2ccccc2)c1 (stereo not given) | -20 | -13 | 11 | i | -3 | 24 | 5 | i | 0
31 | CSc1nnc2c(n1)OC(c1cccn1C)N(C(C)=O)c1ccccc1-2 (stereo not given) | 9 | -2 | 1 | i | -4 | -7 | 2 | i | -3
32 | N/C(Cc1ccc([N+](=O)[O-])cc1)=N\OC(=O)COc1ccc2ccccc2c1 | -1 | -5 | 9 | i | -4 | 22 | 0 | i | 6
33 | N#C/C(=C1/CCCCCN1)c1nc2ccccc2s1 | 6 | -2 | -27 | i | 10 | 29 | -14 | i | -2
34 | COCCc1nnc(NC(=O)C(C)C)s1 | -18 | 2 | -3 | i | 0 | -4 | 3 | i | 0
35 | Brc1ccc(N/N=C(/N=Nc2nn[nH]n2)c2ccccc2)cc1 | -6 | 15 | 3 | i | -11 | 40 | 18 | i | 6
36 | O=C1NC(=Nc2ccccc2)/C(=C/c2ccco2)S1 | 4 | -2 | -17 | i | -1 | 11 | -6 | i | 0
37 | COc1cccc(C(=O)CSc2nccn2C)c1 | -5 | -8 | 33 | i | 0 | -5 | 0 | i | -2
38 | O=C(NCc1nnc(SCC(=O)N2CCN(c3ccccc3)CC2)o1)c1c(F)cccc1F | -4 | 0 | -7 | i | -1 | -5 | x | i | 3
39 | OCC[C@H]1C[C@H](O)[C@@H](O)[C@@]2(Cc3ccccc3CO2)O1 | 8 | -5 | -5 | i | -6 | -11 | -2 | i | 5
40 | O=C1NC(=S)NC1(c1ccccc1)c1ccccc1 | 9 | -1 | -111 | i | -1 | -5 | 0 | i | -1
41 | CCc1nc2ccccc2c(C(=O)OCC(=O)NCc2ccc3c(c2)OCO3)c1C | 5 | -4 | -2 | i | -2 | 6 | -2 | i | -2
42 | Cn1ccnc1SCCNC(=O)CCc1nnc(CCCCc2ccccc2)o1 | -1 | -2 | -1 | i | 1 | 0 | -1 | i | 2
43 | CCc1c(C)sc(NC(=O)c2ccco2)c1C(=O)N1CCOCC1 | -4 | -1 | 40* | i | 1 | -2 | 1 | i | 0
44 | COCCNC(=O)c1ccc(C)cc1C | 2 | 2 | 15 | i | -8 | -3 | -1 | i | 1
45 | CCCCOc1ccc(C(=O)Nc2ccc(N3CCN(C(C)=O)CC3)cc2)cc1 | 3 | 1 | 3 | i | 2 | -11 | 11 | i | 0
46 | O=C(O)CCC(=O)N1CCc2cc(S(=O)(=O)NCCc3ccc(Cl)cc3)ccc21 | -4 | -6 | 0 | i | 1 | -3 | -1 | i | 4
47 | CCOc1ccc(/C=N/NC(=O)c2ccccc2C)cc1CN1CC2CC(C1)c1cccc(=O)n1C2 (stereo not given) | 9 | 9 | -9 | i | 2 | 5 | -4 | i | -2
48 | Cc1ccccc1N1CC(C(=O)N2CC(C)OC(C)C2)CC1=O (stereo not given) | -6 | -6 | 1 | i | 3 | -6 | 0 | i | -1
49 | Cc1sc(NC(=O)c2cccs2)c(C(=O)OC(C)C)c1C | 24 | 4 | -10 | x | -8 | 25 | 0 | + | 3
50 | COC(=O)[C@]12CCCCC=C1N(Cc1cccc3ccccc13)C(=O)[C@H](CC(=O)NCC13CC4CC(CC(C4)C1)C3)C2 | 1 | 13 | x | i | -1 | 24 | -14 | x | x

Another view of eleven compounds above:
(37) COc1cccc(C(=O)CSc2nccn2C)c1
(38) O=C(NCc1nnc(SCC(=O)N2CCN(c3ccccc3)CC2)o1)c1c(F)cccc1F
(39) OCC[C@H]1C[C@H](O)[C@@H](O)[C@@]2(Cc3ccccc3CO2)O1
(40) O=C1NC(=S)NC1(c1ccccc1)c1ccccc1
(41) CCc1nc2ccccc2c(C(=O)OCC(=O)NCc2ccc3c(c2)OCO3)c1C
(42) Cn1ccnc1SCCNC(=O)CCc1nnc(CCCCc2ccccc2)o1
(43) CCc1c(C)sc(NC(=O)c2ccco2)c1C(=O)N1CCOCC1
(44) COCCNC(=O)c1ccc(C)cc1C

Compound,37,38,39,40,41,42,43,44
SKN-1 block,-5,-4,8,9,5,-1,-4,2
NadD block,-8,0,-5,-1,-4,-2,-1,2
MLLE-PAM2 inh,33,-7,-5,-111,-2,-1,40*,15
Neddyl block,i,i,i,i,i,i,i,i
CSN inh,0,-1,-6,-1,-2,1,1,-8
FAS TE block,-5,-5,-11,-5,6,0,-2,-3
MT1-MMP act inh,0,x,-2,0,-2,-1,1,-1
Rpn11 block,i,i,i,i,i,i,i,i
Rin1-Abl PPI inh,-2,3,5,-1,-2,2,0,1

(45) CCCCOc1ccc(C(=O)Nc2ccc(N3CCN(C(C)=O)CC3)cc2)cc1
(46) O=C(O)CCC(=O)N1CCc2cc(S(=O)(=O)NCCc3ccc(Cl)cc3)ccc21
(47) CCOc1ccc(/C=N/NC(=O)c2ccccc2C)cc1CN1CC2CC(C1)c1cccc(=O)n1C2 (stereo not given)

Compound,45,46,47
SKN-1 block,3,-4,9
NadD block,1,-6,9
MLLE-PAM2 inh,3,0,-9
Neddyl block,i,i,i
CSN inh,2,1,2
FAS TE block,-11,-3,5
MT1-MMP act inh,11,-1,-4
Rpn11 block,i,i,i
Rin1-Abl PPI inh,0,4,-2

Other compounds:
No. | smiles | SKN-1 block | NadD block | MLLE-PAM2 inh | Neddyl block | CSN inh | FAS TE block | MT1-MMP act inh | Rpn11 block | Rin1-Abl PPI inh
51 | Cc1ccc(-n2cccc2/C=C2/C(=N)N3C(=NC2=O)SN=C3S(C)(=O)=O)cc1Cl | 17 | 25 | -68 | i | 59* | 20 | -18 | + | -4
52 | Cc1ccc(Cl)cc1Nc1nc(-c2sc(NC(=O)C(C)(C)C)nc2C)cs1 | 17 | 34* | -23 | i | 7 | 28 | 1 | i | 5
53 | CCOC(=O)C1=C(c2ccccc2)c2ccc(OC)cc2N(S(=O)(=O)C(F)(F)F)C1C(=O)OCC (stereo not given) | 9 | 7 | 3 | i | 9 | 7 | 1 | i | -1
54 | Cc1ccc(S(=O)(=O)CCC(=O)Nc2ccccc2Cl)cc1 | 23 | 3 | -4 | i | 2 | -4 | -4 | i | -3
55 | COc1ccc(NC(=O)C2CCC(N3C(=O)C4C5C=CC(C5)C4C3=O)CC2)cc1 (stereo not given) | 1 | 0 | 0 | i | 0 | -3 | -5 | i | 0
